SKN-1 inh: blocks SKN-1 activity in C. elegans | C. elegans VP596 Pgst-4::GFP/RFP ratio, acrylamide-induced, 24 h | inhibition, % at 21.8 µM | actives 0.49% (n = 360,000);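 active = interference check ratio from 0.5 to 1.5 plus GFP to RFP signal ratio inhibition reaching or exceeding a fixed threshold, cut at about 30% in these data, passing the limit was not always enough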; also: some compounds called inactive have numbers as strong as hits
TbMetRS inhib: Trypanosoma brucei MetRS inhibition | purified T. brucei MetRS, ATP depletion, Kinase-Glo luminescence | inhibition, % at 11.9 µM | AID 624268 | actives 0.4% (n = 360,000);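 active = inhibition above a per-plate cutoff of the control wells' mean inhibition plus 3 SD, cut at about 5.5% in these data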;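 also: 0% = DMSO wells median and 100% = median of wells with control inhibitor compound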
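Test system: purified T. brucei MetRS enzyme. Also added: ATP, methionine and E. coli bulk tRNA substrates. Compound: 11.9 µM single point. Schedule: 15 min enzyme-compound preincubation, 2 h reaction, 10 min detection, 25 °C. Signal: luciferase luminescence of residual ATP, Kinase-Glo. Evaluation: percent inhibition versus plate control medians. Controls: DMSO wells, low control.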
SUMO1 PPI mod: alters human SUMO1 binding to SIM partners; actives 0.33% (n = 360,000); AID 602429; SUMO1 binding to a labelled peptide, TR-FRET, 1 h; inhibition, % at 20 µM; in the data active = inhibition above about 37%
Scp1 inh: inhibitors of human Scp-1 phosphatase. actives 0.88% (n = 340,000). Q9GZU7. Recombinant Scp1, phosphopeptide, malachite green phosphate absorbance. AID 493091. inhibition, % at 20 µM;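 active = inhibition above about 50% at 20 µM, limit read from the data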;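 also: plate controls were DMSO wells with enzyme for no effect and wells lacking enzyme for full effect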
Target sequence (Q9GZU7 76-261 limits assumed): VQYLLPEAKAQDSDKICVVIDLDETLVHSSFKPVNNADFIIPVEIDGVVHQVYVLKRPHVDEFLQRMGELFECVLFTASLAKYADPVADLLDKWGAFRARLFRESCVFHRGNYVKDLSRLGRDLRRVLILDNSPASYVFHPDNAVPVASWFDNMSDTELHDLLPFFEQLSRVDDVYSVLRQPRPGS
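Assay system: SCP-1 catalytic fragment, aa 76-261 | Buffer or medium: Tris acetate buffer pH 5.5 with MgCl2 and Tween-20 | Compound: One concentration, 20 µM, with 1.0% DMSO | Also added: Phospho 17-mer peptide substrate | Signal: Absorbance at 630 nm | Incubation: 45 min enzyme reaction at room temperature | Measure: % inhibition of SCP-1 phosphate liberation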
LMPTP block: blocks human LMPTP phosphatase | P24666 | recombinant LMPTP-A, OMFP fluorogenic substrate, fluorescence intensity | inhibition, % at 20 µM | actives 0.22% (n = 360,000) | AID 651560;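 active = compounds that cut the enzyme signal by at least half of the control window in the single-dose screen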;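 also: plate controls were DMSO wells with enzyme plus substrate for no effect and substrate without enzyme for full effect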
Target sequence (P24666 whole entry, looked up): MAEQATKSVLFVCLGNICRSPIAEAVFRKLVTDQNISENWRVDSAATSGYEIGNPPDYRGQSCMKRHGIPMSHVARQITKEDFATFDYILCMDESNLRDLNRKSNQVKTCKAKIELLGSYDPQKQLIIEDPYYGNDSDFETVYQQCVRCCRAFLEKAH
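Test system: LMPTP-A, protein tyrosine phosphatase of low molecular weight; Input: 0.625 nM enzyme; Incubation: 50 min dark incubation at room temperature; Signal: endpoint fluorescence intensity from OMFP dephosphorylation; Read-out basis: % inhibition versus control wells.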
NRP1-CendR mod: alters CendR peptide binding to human NRP-1 | FAM-RPARPAR peptide binding to NRP-1, fluorescence polarization | inhibition, % at 25 µM | actives 0.85% (n = 360,000);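 active = inhibition or corrected inhibition above about 18%, plus a signal ratio from 0.5 to 1.5, limit read from the data, passing the limit was not always enough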; also: strong numbers were not always called active
NadD block: NadD (S. aureus) enzyme inhibition; purified NadD enzyme, colorimetric absorbance read-out; inhibition, % at 20 µM; actives 0.78% (n = 360,000); in the data active = inhibition above about 26%; also: some compounds past the cut are filed as inactive
Neddyl block: inhibitors of human cullin neddylation; calls only at 25 µM; TR-FRET cullin neddylation, biochemical; actives 0.58% (n = 360,000); in the data active = inhibition above about 36%
DNMT1 block: inhibitors of human DNMT1 | P26358 | DNMT1 molecular beacon, Hinp1I cleavage, fluorescence | inhibition (reported as % activation of signal), % at 10 µM | actives 0.83% (n = 360,000) | AID 588458; in the data active = inhibition above about 50%
STEP block: inhibitors of human striatal-enriched phosphatase STEP | P54829 | recombinant STEP, OMFP fluorogenic substrate, fluorescence | inhibition, % at 20 µM | actives 0.25% (n = 360,000);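 active = inhibition at 20 µM, scaled per plate between control wells, above about 37%, limit read from the data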;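 also: 0% = DMSO with enzyme and substrate and 100% = substrate only without enzyme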
Target sequence (P54829 whole entry, looked up): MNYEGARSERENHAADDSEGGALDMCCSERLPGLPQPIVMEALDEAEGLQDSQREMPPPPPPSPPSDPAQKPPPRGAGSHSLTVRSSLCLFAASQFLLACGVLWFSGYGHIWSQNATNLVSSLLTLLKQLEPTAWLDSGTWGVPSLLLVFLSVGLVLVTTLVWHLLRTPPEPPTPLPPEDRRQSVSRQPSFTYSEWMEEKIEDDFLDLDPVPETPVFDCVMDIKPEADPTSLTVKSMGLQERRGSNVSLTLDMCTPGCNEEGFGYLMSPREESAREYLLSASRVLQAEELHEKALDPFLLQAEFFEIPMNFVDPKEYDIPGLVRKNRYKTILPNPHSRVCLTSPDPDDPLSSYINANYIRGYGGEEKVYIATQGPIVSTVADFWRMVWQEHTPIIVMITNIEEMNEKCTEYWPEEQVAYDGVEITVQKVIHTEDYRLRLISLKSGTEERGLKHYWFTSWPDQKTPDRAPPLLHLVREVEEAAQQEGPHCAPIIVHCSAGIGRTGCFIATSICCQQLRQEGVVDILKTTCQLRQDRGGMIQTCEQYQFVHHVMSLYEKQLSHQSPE
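System: STEP (striatal-enriched tyrosine phosphatase) enzyme, cell-free; medium: Bis-Tris pH 6.0 buffer with DTT, detergent; dosing: 20 µM, 1% DMSO; times: reaction 20 min, ambient temperature; detection: fluorescence, 480/540 nm; read-out basis: normalized % inhibition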
* hit, by the source's call; i = inactive; · = no result given; + = active, no number.

SMILES	NRP1-CendR mod	STEP block	Scp1 inh	LMPTP block	TbMetRS inhib	DNMT1 block	NadD block	Neddyl block	SUMO1 PPI mod	SKN-1 inh
COc1ccc(CC(=O)Nc2ccccc2C(=O)N2CCOCC2)cc1	-1.4	-3.7	-11.7	-1.5	-0.6	-1.2	-6.5	i	1.3	1.0
CCCCn1nnnc1C(c1cc2ccccc2o1)N1CCN(CCN(C)C)CC1 (centres undefined)	-2.3	·	·	-2.9	-0.8	·	-5.4	i	-3.2	-0.3
CCOC(=O)C1CCN(C2=NC(=O)/C(=C/c3ccc(OC)c(OC)c3)S2)CC1	0.4	0.3	-0.9	-0.1	-1.0	-1.3	-0.1	i	-23.3	-0.3
Cc1ccc(S(=O)(=O)N2CCC(CN3C(=O)c4cccc5cccc(c45)C3=O)CC2)cc1	-6.7	0.9	-10.7	0.8	-0.7	-5.3	6.9	·	-3.7	15.4
COc1ccc(COCC(O)CN2CC(C)OC(C)C2)cc1OC (centres undefined)	8.0	-1.3	-5.6	-1.0	0.1	13.8	0.9	i	-2.4	17.9
Cn1c(=O)c(/C=C/c2ccc(F)cc2)nc2ccccc21	-14.5	-0.4	-7.4	2.0	-0.4	-0.4	-1.2	i	-23.9	7.0
NC(=O)CC(NC(=O)Cc1ccc(Br)cc1)c1ccc(NC2CCC2)c([N+](=O)[O-])c1 (centres undefined)	5.6	0.9	-3.5	-0.8	-0.3	-24.8	-2.6	i	4.0	-0.4
CC(=O)c1ccc(NC(=O)[C@@]2(CC(=O)O)CC(/C=C/c3ccccc3)=NO2)cc1	1.2	-1.1	-9.7	-1.6	0.1	0.4	-3.7	i	4.7	14.1
CC1CC(C)CN(C(=O)c2cccc(S(=O)(=O)N(C)c3ccccc3)c2)C1 (centres undefined)	-3.2	0.6	-9.0	0.3	-0.4	-0.7	-3.8	i	4.7	14.4
CN(C)C(=O)c1cccc(-c2cccc(-c3nc(C(=O)NCc4ccccc4)cc4c3[C@H](CCO)N(S(=O)C(C)(C)C)C4)c2)c1 (some centres undefined)	-20.6	1.2	·	2.1	-0.4	-28.2	10.4	i	-0.4	19.4
CCOC(=O)c1[nH]cnc1N=Nc1c(O)ccc2ccccc12	11.3	-2.1	-7.3	2.9	-0.7	8.4	2.0	i	-2.1	36.8
C=CCn1c(SCc2nc3ccccc3[nH]2)nnc1-c1ccncc1	-38.3	-3.5	-1.5	-1.0	1.8	-5.5	-5.9	i	0.4	-9.5
CN(C)c1ccc(S(=O)(=O)NCC(=O)NCCC2=CCCCC2)cc1[N+](=O)[O-]	1.4	-3.0	-9.0	0.1	-0.1	0.1	-3.9	i	-24.1	3.5
O=S(=O)([N-]c1nc2ccccc2nc1-n1cc[n+](Cc2ccccc2)c1)c1ccc(Cl)cc1	-10.1	-1.3	28.3	0.6	-0.2	-5.1	17.6	i	-33.6	7.0
C=CCn1c(C)cc(C(=O)CSc2nnc(-c3cccc(S(=O)(=O)N(CC)CC)c3)o2)c1C	-0.5	-0.1	-12.9	4.2	0.3	-6.9	7.6	i	1.0	8.4
COc1cc([C@@H]2CC=C(C(=O)O)[C@H](c3ccc(Cl)cc3)N2S(=O)(=O)c2ccc(C)cc2)cc(OC)c1OC	-11.3	-0.9	10.6	0.2	-0.1	3.0	3.0	i	4.9	-5.3
O=C1C2C(C(=O)N1CCc1ccccc1)C1C=CC2C12CC2 (centres undefined)	1.9	-1.2	-13.5	0.5	0.1	-0.6	0.2	i	0.0	11.9
Cc1[nH]c(=O)[nH]c(=O)c1S(=O)(=O)N1CCCC(C(=O)NCCc2ccccc2)C1 (centres undefined)	-8.2	-1.8	-4.2	-1.8	-1.3	0.2	0.5	i	1.9	-12.1
C(=N\Nc1nc(-c2ccccc2)cs1)/c1ccncc1	-1.9	-4.5	-0.3	2.2	0.4	-17.2	10.5	i	-15.0	13.7
Cc1ccc(NC(=O)COC(=O)CCC(=O)c2cccs2)cc1S(=O)(=O)N1CCOCC1	-1.7	-1.0	-8.0	-0.6	-0.6	-7.9	-0.4	i	4.2	23.9
CCOc1ccc(C(=O)NCC(=O)OCc2nnc(-c3ccccc3)o2)cc1OCC	7.1	-10.0	0.7	0.0	-0.6	-4.3	8.2	i	-0.8	-7.1
CCCCn1c(NCc2cc(C)ccc2O)nc2ccccc21	-8.7	1.1	·	3.6	0.9	0.8	-10.9	i	5.4	-8.1
O=C(CC(C(=O)O)P(=O)(c1ccccc1)c1ccccc1)c1ccc(Br)cc1 (centres undefined)	-17.3	3.0	-7.2	-0.8	-0.2	1.2	-0.7	i	11.6	-7.0
CCOC(=O)c1c(C)n(C)c2ccc(OC)c(NC(=O)CN3CCN(C4CCCCC4)CC3)c12	-1.0	-0.2	-4.0	-1.5	-1.0	-3.3	-7.0	i	-1.5	-11.9
Cc1ccc(NC(=O)CCNC(=O)c2ccccc2Cl)cc1S(=O)(=O)N1CCCCCC1	2.7	-0.1	-9.8	0.5	-0.4	-2.3	-7.6	i	0.0	-36.1
CCOC(=O)C(Cc1cc(N)c(Oc2ccc(OC)cc2)c(N)c1)NC(C)=O (centres undefined)	-2.9	-3.3	-5.4	0.2	-0.1	0.5	6.4	i	-1.3	-3.8
O=C(NCc1ccccc1)[C@@H]1CCCN1C(=O)[C@@H]1CCCN1C(=O)c1cccs1	9.7	·	·	-1.4	-0.3	·	3.7	i	2.7	13.3
COc1ccc(-c2[nH]c(-c3cccc(OC)c3)nc2SCC(=O)NCc2ccco2)cc1	13.8	2.2	-9.1	2.5	-0.5	-6.8	0.4	+	3.1	2.9
Cc1ccc(C(=O)N/C(=C/c2ccco2)C(=O)NCC2CCCO2)cc1 (centres undefined)	-12.7	-3.4	-4.4	0.0	-0.2	-4.2	-1.5	i	-7.2	8.1
CC(C)(C)NC(=O)CN(C(=O)CCC(=O)Nc1nccs1)c1cccc(C(F)(F)F)c1	2.2	-0.2	-3.7	0.3	0.2	1.1	2.7	i	-3.1	35.3*
O=C(Nc1ccc(F)c(Cl)c1)C1CCCN(c2cnccn2)C1 (centres undefined)	3.5	-2.9	0.3	-0.9	-0.1	-1.0	-5.8	i	-2.4	5.4
O=C(COC(=O)c1ccc(S(=O)(=O)NCc2ccco2)cc1)Nc1ccc(Cl)cn1	-33.7	4.3	60.4*	9.2	-0.1	40.3	5.3	i	9.3	-2.3
CCOC(=O)Cc1csc(NC(=O)c2cnc3scc(C)n3c2=O)n1	7.3	0.6	-2.2	2.2	1.0	0.1	-2.0	i	0.0	-8.7
Cc1ccc(-c2[nH]c3ccccc3c2SCCN)cc1	6.5	5.4	1.9	1.0	-1.0	-7.4	-4.8	+	-0.4	-4.4
CCCCn1c(SCC(=O)N2c3ccccc3Sc3ccccc32)nc2c1c(=O)n(C)c(=O)n2C	7.6	9.1	-14.9	5.2	0.1	-6.2	1.6	i	-1.7	1.7
CC1(C(=O)CSc2nc3ccccc3s2)CCC(=O)O1 (centres undefined)	-17.3	9.4	8.5	-3.3	0.2	-1.8	-0.4	i	8.8	1.8
O=S(=O)(c1ccc(Cl)cc1)N1CCCC(c2nc(-c3ccc(F)cc3)no2)C1 (centres undefined)	-3.7	4.3	-9.8	3.1	-0.2	-2.4	-1.7	i	5.3	0.2
Cc1cc(C)c(NC(=O)CN(c2ccccc2)S(=O)(=O)N(C)C)c(C)c1	13.7	-1.5	44.5	2.9	-0.3	24.4	1.9	i	3.8	-1.1
Nc1c(C(=O)N/N=C/c2ccc([N+](=O)[O-])cc2)cnn1-c1ccccc1	-1.9	51.7*	16.8	19.2	0.2	4.5	-1.6	i	17.4	1.3
CC(=O)c1c(N)nc2n(c1=O)CCCCC2	-14.4	1.5	-11.9	-2.9	-1.8	1.8	-1.8	i	-1.1	-2.1
CCOC(=O)C(NCc1ccccc1OC)(NC(=O)c1ccccc1)C(F)(F)F (centres undefined)	0.1	3.1	-7.2	0.0	0.0	0.9	8.3	i	-0.6	1.6
Cc1ccc2oc(C(=O)NCC(c3ccco3)N(C)C)c(C)c2c1 (centres undefined)	-7.8	-1.0	-8.8	-0.3	-1.2	0.9	-8.1	i	1.3	12.0
Cc1ccc2c(c1)[C@H]1OCC[C@H]1[C@@H](c1ccncc1)N2	11.0	-2.2	-4.2	-0.8	-0.5	2.1	1.7	i	-4.0	12.2
O=C1c2cc([N+](=O)[O-])ccc2-c2cc(Cl)c(NC(=O)C(F)(F)F)cc21	-59.2	-4.3	-13.3	1.0	-0.1	-4.8	3.4	i	-34.2	3.6
COc1cccc(-c2sc3ccc(OC)cc3c2-c2ccc(O)cc2)c1	3.0	-3.5	-2.3	1.9	-0.5	-32.0	-6.2	i	-5.4	8.5
Cn1nc(C(C)(C)C)c([N+](=O)[O-])c1C(=O)N1CCCCCC1	-8.7	-1.9	0.3	-1.5	-0.2	-0.5	2.3	i	5.0	20.1
Cc1ccc(OC(C)C(=O)Nc2ccncc2)cc1 (centres undefined)	3.0	-2.7	-6.5	0.0	-1.0	2.5	-1.7	i	8.0	14.6
C=CCNC(=O)CN1CCN(Cc2ccc3c(c2)OCO3)CC1	7.4	0.3	0.4	-4.4	-0.4	-2.6	-2.9	i	2.2	-2.1
CSc1nc2c(c(=O)n1Cc1ccccc1)SC(C)C2 (centres undefined)	5.6	0.3	-8.0	1.0	-0.7	-0.8	-0.2	i	-2.9	8.6

High-throughput results from PubChem BioAssay.
